Source: PubChem BioAssay
DAX1 inh-1 – inhibitors of human orphan nuclear receptor DAX1 (NR0B1) | inhibition, % at 6.75 µM | AID 504766 | P51843 | HEK293 Gal4-DAX1 luciferase reporter, luminescence | hit rate 0.99% among 340,000;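 active = inhibition above the mean over all tested compounds plus 3 SD, cut at about 4.2% in these data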;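 note: 0% = DAX1-transfected cells with DMSO and 100% = empty-vector control cells with DMSO; inhibition shows as a rise in luminescence from relieved DAX1 repression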
Target sequence (P51843 207-470 limits assumed): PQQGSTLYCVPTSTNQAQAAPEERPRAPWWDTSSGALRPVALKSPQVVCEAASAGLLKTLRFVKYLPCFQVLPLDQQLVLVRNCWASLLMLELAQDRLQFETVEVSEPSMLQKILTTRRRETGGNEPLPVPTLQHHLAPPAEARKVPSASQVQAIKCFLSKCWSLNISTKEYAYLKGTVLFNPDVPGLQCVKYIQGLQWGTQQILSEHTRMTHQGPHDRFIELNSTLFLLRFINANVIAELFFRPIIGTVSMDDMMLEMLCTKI
hgDAF-12 ag – hgDAF-12 agonism, primary luciferase screen | HEK293 GAL4-hgDAF12 UAS-luciferase reporter, agonist luminescence; normalized to butyrate control | activation, % at 6.8 µM | hit rate 1.8% among 370,000;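 active = activation above a cutoff set at the mean of all screened compounds plus 3 SD, cut at about 10% in these data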;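 note: 0% = DMSO wells and 100% = sodium butyrate wells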
FXN GAA850 act – frataxin GAA850 promoter activation | HEK293 lucGAA850 FXN promoter luciferase reporter, 24 h; percent of 10 µM SAHA response | activation, % at 6 µM | hit rate 0.56% among 360,000 | AID 540364;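 active = activation above the average of all compounds screened plus 3 SD, cutoff fixed separately per campaign, cut at about 7.5% in these data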;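 note: 0% = DMSO wells and 100% = 10 µM SAHA wells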
GC-A act – GC-A (human) enzyme activation. HEK293 GC-A cells, cGMP TR-FRET, EC30 ANP; 0% at EC30 ANP, 100% saturating ANP. activation, % at 10 µM. hit rate 0.14% among 370,000. AID 1671463; in the data active = activation above about 40%
PG9 Ab binder – small molecules binding HIV-1 gp120 antibody PG9; TR-FRET gp120-PG9 antibody binding; inhibition, % at 6.7 µM; hit rate 0.43% among 360,000; AID 624416; in the data active = inhibition above about 8.5%
ADAM10 inh – ADAM10 inhibition, QFRET primary screen. recombinant ADAM10, EDANS/DABCYL FRET peptide cleavage, 3 h. O14672. hit rate 0.62% among 370,000. inhibition, % at 7 µM;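 active = inhibition above a per-campaign cutoff equal to the mean of compounds falling between control-based bounds plus 3 SD, cut at about 20% in these data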;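 note: 0% = DMSO wells while the 100% control is not disclosed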
ADAM17 inh – inhibitors of human ADAM17; recombinant ADAM17, EDANS/DABCYL FRET peptide cleavage; P78536; hit rate 0.83% among 370,000; inhibition, % at 6.95 µM;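 active = inhibition above the mean of compounds lying between control limits plus 3 SD, set per campaign, cut at about 8.5% in these data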;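 note: 0% = DMSO-only wells as the low control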
Target sequence (P78536 215-824 limits assumed): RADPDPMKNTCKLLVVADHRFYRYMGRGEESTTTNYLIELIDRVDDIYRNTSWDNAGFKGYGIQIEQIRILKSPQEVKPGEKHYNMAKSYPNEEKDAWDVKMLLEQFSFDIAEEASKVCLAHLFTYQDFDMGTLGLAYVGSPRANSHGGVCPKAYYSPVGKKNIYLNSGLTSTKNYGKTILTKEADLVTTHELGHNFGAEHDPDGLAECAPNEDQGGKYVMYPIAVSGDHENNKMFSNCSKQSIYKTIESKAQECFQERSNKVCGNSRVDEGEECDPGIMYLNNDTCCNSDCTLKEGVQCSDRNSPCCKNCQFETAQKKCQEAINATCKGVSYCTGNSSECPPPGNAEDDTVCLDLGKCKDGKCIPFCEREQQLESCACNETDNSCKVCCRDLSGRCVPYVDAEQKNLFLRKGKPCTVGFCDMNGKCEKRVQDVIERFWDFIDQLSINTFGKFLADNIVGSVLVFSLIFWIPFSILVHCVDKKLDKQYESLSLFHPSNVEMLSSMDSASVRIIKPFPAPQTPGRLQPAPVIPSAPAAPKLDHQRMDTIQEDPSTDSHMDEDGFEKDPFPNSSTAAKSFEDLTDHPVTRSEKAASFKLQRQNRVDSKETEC
DAX1 inh-2 – inhibitors of DAX1 repression of SF-1 activated StAR promoter. HEK293T StAR-luciferase reporter, SF-1/DAX-1 repression relief. inhibition, % at 6.8 µM. hit rate 1.1% among 370,000. AID 652010;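 active = inhibition above the mean over all tested compounds plus 3 SD, cut at about 3.6% in these data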;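 note: 0% = DAX-1 cells with DMSO and 100% = cells lacking DAX-1 with DMSO; higher inhibition means more luminescence from relief of DAX-1 repression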
hcDAF-12 act – H. contortus DAF-12 activation, primary screen; HEK293 hcDAF-12 lit1-tk-luc reporter, luminescence; 0% DMSO, 100% Δ7-dafachronic acid; activation, % at 6.8 µM; hit rate 1.4% among 370,000;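 active = activation above the mean of all tested compounds plus 3 SD, cut at about 5.5% in these data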;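 note: 100% = response to 3 µM Δ7-dafachronic acid high control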
SMARCA2 activ – activators of SMARCA2 function | MG213 cells, MMTV-luciferase reporter, dexamethasone, overnight | activation, % at 9.1 µM | hit rate 1% among 370,000; in the data active = activation above about 7.8%;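 note: 0% = vehicle wells and 100% = reference activator wells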
ssDAF-12 act – S. stercoralis DAF-12 activation, primary screen. HEK293 ssDAF-12/GRIP1 lit1-tk-luc reporter, luminescence; % of 3 µM dafachronic acid response. activation, % at 6.8 µM. hit rate 1% among 370,000;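 active = activation above the mean over all tested compounds plus 3 SD, cut at about 0.9% in these data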;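 note: 0% = DMSO-only wells and 100% = 3 µM delta7-dafachronic acid wells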
An asterisk follows results filed as active; i = inactive; · = no result given. Outcome played no part in choosing rows. About 6.8% of those tested had a hit in this group.

SMILES	DAX1 inh-1	hgDAF-12 ag	FXN GAA850 act	GC-A act	PG9 Ab binder	ADAM10 inh	ADAM17 inh	DAX1 inh-2	hcDAF-12 act	SMARCA2 activ	ssDAF-12 act
COc1ccccc1C(=O)COC(=O)c1c(-c2ccccc2)noc1C	-0.7	-1.8	-0.9	0	-1.6	-11	-5	-2.4	-2.5	-2	-1.4
O=C(Nc1ccc2ncccc2c1)c1cc(Cl)ccc1Cl	0.1	6.9	1.9	6	-3.0	-6	-1	0.9	-0.1	3	-0.5
O=C(Nc1cccc2ccccc12)c1ccc([N+](=O)[O-])cc1	-0.8	1.1	-0.1	11	-0.9	-9	-1	0.1	-2.4	1	-1.2
CCCS(=O)(=O)c1c(S(=O)(=O)CCC)c2c(C)cccn2c1C(=O)N/N=C/c1cc(O)cc(O)c1	-0.3	-10.0	0.0	-9	1.5	-36	-8	-4.5	-2.6	-2	-1.9
NC(N)=Nc1nc(-c2ccccc2)c2ccccc2n1	-0.2	3.9	-1.4	-25	-1.9	-120	-32	-0.9	-0.9	0	-1.6
CCCCNC(=O)Nc1ccccc1Br	-0.1	-1.7	2.0	1	0.2	6	0	0.2	0.0	-1	-0.3
C=CCn1c(SCC(=O)Nc2sccc2C(N)=O)nc2ccccc2c1=O	-2.2	-5.8	2.1	-4	-0.5	7	5	-1.4	-4.5	1	-1.9
CC(C)(CNC(=O)c1cccc(S(=O)(=O)Nc2ccc(Br)cc2)c1)N1CCOCC1	-1.4	1.9	0.4	1	0.3	1	1	-2.2	-1.0	-3	-1.3
O=C(CN1CCC(O)(c2ccccc2F)CC1)NCCc1c[nH]c2ccccc12	-1.1	4.5	2.9	-10	-1.4	0	0	-0.7	-1.5	2	-0.9
Cc1cc(C(=O)O)ccc1NCc1cccnc1	1.4	0.1	1.6	-1	-2.9	2	2	0.1	-0.6	-3	-0.9
C#CCNC(=O)C[C@H]1C(=O)N(CCc2ccc(Cl)cc2)C2=CCCC[C@@]21C(=O)OCC	·	-2.3	·	1	·	-3	-2	-2.0	-4.8	-3	-1.9
CCC(C)(C(=O)NC1CCCC1)N(C(=O)CNC(=O)c1ccccc1)c1c(C)n(C)n(-c2ccccc2)c1=O (stereo not given)	-0.2	-0.5	-1.2	3	-1.3	1	1	1.4	0.3	-3	-1.5
O=C1NC(c2ccc(Cl)cc2)=COc2ccccc21	0.8	-1.9	-1.3	2	-1.0	-6	-4	1.1	-0.1	-3	0.3
CC(C)(C)OC(=O)NCCCCCNC(=O)c1[nH]cnc1C(=O)Nc1cccc(Cl)c1	0.1	-0.3	0.3	-6	-0.5	-1	-3	-0.7	-1.6	1	-1.0
Cc1ccc(N=CC2=C(O)CC(c3ccc(Cl)cc3)CC2=O)cc1 (stereo not given)	0.2	-1.5	-1.5	2	-0.2	-4	-5	0.2	0.2	0	-1.1
Nc1nnc(SCC(=O)Nc2ccc3c(c2)OCCO3)s1	0.2	5.0	0.5	1	0.6	-2	0	-0.6	0.0	-2	0.3
O=[N+]([O-])c1ccc(Cl)c2c1C1C=CCC1C(c1ccccn1)N2 (stereo not given)	0.9	-4.5	0.8	-13	0.8	-6	2	0.0	3.0	-3	-1.0
O=C(O)C(CCc1ccccc1)N1CCOCC1 (stereo not given)	-0.1	-3.4	0.8	-3	0.4	-9	-3	0.6	1.0	0	-1.2
CCN1C(=O)[C@H]2[C@@H](c3ccc(-c4cccc(Cl)c4)cc3)N[C@@](Cc3ccccc3)(C(=O)OC)[C@H]2C1=O	0.2	-1.9	-2.3	1	-1.0	16	3	-0.5	-0.1	0	-1.1
Cc1ccc2nc(-c3ccc(F)cc3)c(Cc3cccc(Cl)c3)n2c1	·	9.0	·	-3	1.1	-40	-9	9.6*	2.9	13*	0.0
Cc1ccc(CNC(=O)CNC(=O)[C@@H]2Cc3ccccc3CN2)cc1	0.6	3.1	2.3	5	-0.2	-3	-2	0.4	1.5	1	-1.0
COC(=O)c1c(NC(=O)C2CCCCC2)sc2c1CC(C)(C)NC2(C)C	-0.3	0.4	0.9	-13	-0.8	-6	-1	-0.6	-1.9	5	-1.9
Cn1c(SCC(=O)N/N=C/c2ccccn2)nnc1-c1ccccc1	-0.5	-1.5	-0.2	-2	-0.8	-1	-2	-0.6	-0.1	-1	0.3
COc1cccc(NC(=O)C(=O)NCC2CCCN2S(=O)(=O)c2cccs2)c1 (stereo not given)	-0.2	9.1	5.1	3	0.5	-4	-2	2.2	2.4	3	-1.4

Of the compounds above, these contain an NH in an aromatic ring.
SMILES	DAX1 inh-1	hgDAF-12 ag	FXN GAA850 act	GC-A act	PG9 Ab binder	ADAM10 inh	ADAM17 inh	DAX1 inh-2	hcDAF-12 act	SMARCA2 activ	ssDAF-12 act
O=C(CN1CCC(O)(c2ccccc2F)CC1)NCCc1c[nH]c2ccccc12	-1.1	4.5	2.9	-10	-1.4	0	0	-0.7	-1.5	2	-0.9
CC(C)(C)OC(=O)NCCCCCNC(=O)c1[nH]cnc1C(=O)Nc1cccc(Cl)c1	0.1	-0.3	0.3	-6	-0.5	-1	-3	-0.7	-1.6	1	-1.0

Remaining list, next part:
SMILES	DAX1 inh-1	hgDAF-12 ag	FXN GAA850 act	GC-A act	PG9 Ab binder	ADAM10 inh	ADAM17 inh	DAX1 inh-2	hcDAF-12 act	SMARCA2 activ	ssDAF-12 act
CN(C)c1cccc(/C=C(\C#N)c2ccccc2)c1	0.4	19*	1.2	-29	-1.8	6	6	-1.0	7.1*	4	1.2*
COc1ccc(OC)c(CNc2ccc(F)c(Cl)c2)c1	-0.5	-0.8	-0.7	-9	-1.8	10	0	-0.2	-0.8	-1	-1.4
CCCn1nnnc1SCC(=O)Nc1cccc(NC(=O)c2ccco2)c1	-1.4	-1.6	2.5	-2	-0.3	-8	-5	-0.4	-2.6	0	-1.2
Cc1cccc(N2C(=O)c3cccc4c(N)ccc(c34)C2=O)c1	-0.8	-4.4	-0.4	6	-7.4	-23	-9	-0.6	-2.1	-1	-1.4
O=c1ccn([C@@H]2O[C@H](CO)[C@@H](O)[C@H]2O)c(=O)[nH]1	-0.8	-0.4	2.6	1	-2.3	3	-3	-0.5	-1.3	-3	-1.4
O=C(N/N=C\c1ccc(Cl)cc1Cl)c1sccc1-n1cccc1	1.5	-0.1	2.3	-2	-1.4	20*	2	-0.2	-1.7	1	-1.2
Nc1ncnc2c1ncn2[C@H]1C[C@H](O)[C@@H](CO)O1	0.5	-3.1	-1.0	2	-2.7	-6	-2	0.5	-2.1	-1	-2.0
Cc1nc(-n2ncc(C#N)c2N)c2c3c(sc2n1)CCC3	-0.5	-0.3	-0.1	1	-1.7	-5	-3	-0.6	-1.4	2	-1.3
O=C(Nc1ccc(Cl)c(S(=O)(=O)N2CCOCC2)c1)c1ccccc1-c1ccc(C(F)(F)F)cc1	-1.3	-4.3	0.8	-7	-1.3	1	-1	-0.3	0.0	-4	-1.6
C(#CC1CCCCC1)c1ccc2c(c1)COc1c3ccccc3nn1-2	-0.2	1.4	2.0	-6	-1.0	2	-1	0.4	-0.8	3	-1.1
NS(=O)(=O)c1ccc(N/C=C\C(=O)c2ccc3ccccc3c2)cc1	0.1	2.0	2.0	3	3.7	-8	0	1.2	2.1	-3	-0.3
CC(=O)Nc1cc(C)c(S(C)(=O)=O)c(C)c1	-0.5	0.8	0.9	3	-0.5	3	-1	0.1	-2.1	8.1*	-1.6
Cc1cc(C(=O)CCC(=O)N(C)CC(=O)Nc2c(Cl)cccc2Cl)c(C)s1	-1.3	0.2	-2.0	-1	-0.1	-7	6	0.8	-1.7	-1	-1.0
O=C(CSc1nnc(-c2ccco2)c(-c2ccco2)n1)Nc1ccccc1	-0.4	3.6	4.5	-1	-2.1	11	2	0.3	4.5	0	-0.4
CCOC(=O)c1c(C)[nH]c(C(=O)O)c1C	1.1	-1.6	1.9	-3	0.5	-4	-7	-0.4	-0.6	0	-0.9
O=C(CC1CC2CCC1C2)NCc1cccs1 (stereo not given)	0.2	1.8	-0.2	4	3.6	0	-7	-0.2	-0.6	-1	-0.6
COc1cccc(-c2ccc(NC(=O)C3CCCN(Cc4ccc(CO)o4)C3)cc2)c1 (stereo not given)	-0.4	2.2	-0.3	-2	-0.7	9	2	-0.9	-1.9	-2	-1.3
CCOn1c(=O)c(-c2ccc(Br)cc2)[n+]([O-])c2ccccc21	-0.3	1.7	0.8	4	-0.4	-3	-4	-0.3	0.6	2	-0.7
Cc1nnc(NC(=O)CSc2n[nH]c(-c3ccccc3C)n2)s1	0.2	-0.9	0.2	-1	-2.4	11	0	0.1	-1.8	3	-0.8
COc1ccccc1Oc1coc2c(CN3CCOCC3)c(O)ccc2c1=O	1.5	4.2	1.1	2	2.8	i	-484	-0.3	-2.2	7	-1.9
Cc1cc(C)c(NC(=O)CSc2nnc(CNC(=O)c3ccco3)o2)c(C)c1	-0.1	-1.9	2.6	2	0.2	-1	-6	-1.2	1.3	-3	-1.0
CCCCc1ccc2nc(NC(=O)c3ccco3)sc2c1	·	22*	·	-6	·	-221	-47	·	5.5	·	-0.1
Cc1ccc(NC(=O)/C(=C\c2ccc([N+](=O)[O-])cc2)NC(=O)c2ccccc2)cc1	0.9	2.5	-1.2	-1	1.0	6	-3	0.1	-2.0	-3	-1.1
CCn1ccnc1CN(C)Cc1c(C(=O)N2CCCCCCC2)nc2ccc(Cl)cn12	0.2	-3.4	0.5	-2	0.4	-4	-4	-0.1	0.8	1	-0.6
CCOC(=O)N1CCN(C(C(=O)NC2CCCC2)c2cccc(OC)c2OC)CC1 (stereo not given)	·	-0.2	·	0	0.6	7	-1	-0.2	2.0	7	-1.0
CCCCN(CCCC)c1cn[nH]c(=O)c1Cl	-1.1	-3.7	-0.3	-8	-0.1	5	-5	0.4	-2.1	0	-2.0
CCCCCC1CC(CC(C)C(=O)Nc2nncs2)C(=O)O1 (stereo not given)	0.5	-0.4	-1.6	-1	-1.6	-7	1	-0.1	1.6	-2	-0.6
CCN(CC(=O)Nc1c(F)cccc1F)C(=O)c1ccccc1F	1.8	-0.6	0.5	5	-1.5	-7	-2	0.0	0.2	-1	-1.8
COc1ccc(Cl)cc1NC(=O)CN(C)C(=O)c1cn(-c2ccccc2)nc1-c1cccnc1	-2.9	-2.8	1.0	-8	1.4	2	-5	-4.5	-2.1	-2	-1.6
CC12CCC(=O)CC1CCC1C2CCC2(C)C1CCC2(O)C(=O)CO (stereo not given)	1.1	-1.3	-0.2	-3	2.4	-7	-6	-0.7	-1.2	-2	-1.1
COC(=O)[C@@H]1C[C@@H]2CC[C@@H](O)C[C@@H]2N1Cc1ccc(Cl)cc1	0.4	1.8	-1.9	3	-0.4	-9	-2	0.2	0.3	2	-1.0
CNC(=S)Nc1cccc(S(=O)(=O)NCc2ccco2)c1	1.1	0.8	1.0	5	-3.6	-8	-5	-0.2	-0.6	-3	-0.6
CSCCC(NC(=O)c1ccccc1Cl)C(=O)NCCc1ccccn1 (stereo not given)	0.4	-2.5	1.0	1	1.5	-12	-1	-1.6	-0.9	0	-0.4
O=C(NCCCCNC(=O)c1ccccc1F)c1ccccc1F	0.0	-0.2	1.0	3	-1.5	-2	-8	-0.5	1.8	-2	-0.2
O=C([C@@H]1C[C@H]1c1ccccc1)N1CC[C@H]2[C@H](CCCN2Cc2ccccc2)C1	·	-2.0	·	0	·	-9	-4	-0.6	-0.1	0	-1.4
